# Source: PubChem BioAssay (several laboratories)
# DDE Tn6 FP inh: disrupts Tn6 cyclic peptide binding to fibrin D-Dimer-E complex | P02675 | Fibrin DD(E) TRITC-Tn6 fluorescence polarization displacement | inhibition, % at 8.3 µM | actives 0.21% (n = 370,000);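 active means inhibition above a per-campaign cutoff: mean of compounds within control limits plus 3 SD, cut at about 15% in these data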;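 further: 0% = median of all compound wells on the plate and 100% = blocking peptide control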
# ASAP1 GAP inh: inhibitors of human ASAP1 ArfGAP activity; inhibition, % at 16.5 µM; actives 0.19% (n = 360,000); ASAP1-stimulated ARF1 GTP hydrolysis, GDP FP detection; Q9ULH1; in the data active means inhibition above about 25%;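 further: 0% = vehicle with enzyme and substrate and 100% = no enzyme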
# PLCg1 inh: inhibitors of human phospholipase C gamma1; purified PLC-gamma1, fluorogenic substrate, fluorescence; inhibition, % at 12.2 µM; actives 0.84% (n = 370,000); in the data active means inhibition above about 9.5%
# PLCb3 inh: inhibitors of human phospholipase C beta3; Q01970; Purified PLC-beta3, fluorogenic substrate, fluorescence; inhibition, % at 12.2 µM; actives 0.18% (n = 370,000); AID 720704; in the data active means inhibition above about 11%;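 further: 0% = median of compound wells on plate and 100% = full blocker control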
# UHRF1 MBD2 ctr: UHRF1 methyl-DNA binding inhibition. Q96T88. UHRF1 binding to methylated oligo, TR-FRET. inhibition, % at 4.4 µM. actives 0.75% (n = 370,000); in the data active means inhibition above about 21%;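 further: UHRF1 SRA domain binding a hemimethylated CpG hairpin DNA probe; 0% = median of test compound wells and 100% = reference inhibitor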
# Rev-erbA mod: modulators of human Rev-erb alpha DNA binding; activity, % at 10 µM; Rev-erbα–FITC-DNA binding, fluorescence polarization, 90 min; P20393; actives 0.79% (n = 370,000); AID 1259318;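 active means activity above about 14%, limit read from the data; passing the limit was not always enough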;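 further: 0% = DMSO wells with 35 nM protein and 100% = DMSO wells with 750 nM protein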
# proKLK7 act: activators of human kallikrein-7 zymogen; P49862; actives 0.9% (n = 370,000); activation, % at 7 µM; purified proKLK7, EDANS-DABCYL substrate fluorescence; 100% is mature enzyme control, 0% vehicle;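 active means activation above the mean of all tested compounds plus 3 SD, computed per campaign excluding outliers beyond control limits, cut at about 13% in these data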
# Target sequence (P49862 whole entry, looked up): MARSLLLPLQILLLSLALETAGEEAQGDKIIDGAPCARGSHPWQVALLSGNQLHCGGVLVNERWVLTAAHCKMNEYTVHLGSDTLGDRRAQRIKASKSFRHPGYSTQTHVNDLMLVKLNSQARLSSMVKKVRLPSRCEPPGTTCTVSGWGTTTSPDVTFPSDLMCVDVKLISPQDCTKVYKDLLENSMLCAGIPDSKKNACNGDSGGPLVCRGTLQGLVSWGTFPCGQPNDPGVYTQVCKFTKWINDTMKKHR
# ARFGAP1 inhibitor: inhibits rat ARF GTPase activating protein 1 | Q62848 | Arfgap1-stimulated ARF1 GTP hydrolysis, GDP FP detection | inhibition, % at 16.5 µM | actives 0.26% (n = 360,000);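 active means inhibition above a per-plate limit, mean inhibition of low control wells plus 3 SD, cut at about 25% in these data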;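 further: 0% = DMSO wells with enzyme and 100% = wells lacking Arfgap1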
# Target sequence (Q62848 1-136 limits assumed): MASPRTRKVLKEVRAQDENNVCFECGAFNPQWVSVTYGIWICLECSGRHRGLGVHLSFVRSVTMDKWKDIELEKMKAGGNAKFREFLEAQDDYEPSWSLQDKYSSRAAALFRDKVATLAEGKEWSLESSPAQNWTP
#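 Replicates: Single well per compound | Assay system: Truncated rat Arfgap1 GAP domain | Control set: No-Arfgap1 wells (100%) versus DMSO full-reaction wells (0%) | Times: Enzyme reaction 120 min at 25 °C after 20 min preincubation | Reagent: Human ARF1(Δ1-17)-GTP substrate | Measured by: Tracer-displacement fluorescence polarization with EDTA stop, 620/688 nm | Measure: Percent inhibition of Arfgap1-stimulated GTP hydrolysis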
# HGIII-sPLA2 inh: Inhibits HGIII-sPLA2 liposome hydrolysis, primary screen. Q9NZ20. QFRET BODIPY PC-A2 liposome hydrolysis, fluorescence. inhibition, % at 12.2 µM. actives 0.56% (n = 370,000). AID 743126;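 active means inhibition above mean plus 3 SD of compounds lying within the high and low control bounds, cut at about 19% in these data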;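 further: 0% = median of test compound wells and 100% = no enzyme DMSO wells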
# Target sequence (Q9NZ20 whole entry, looked up): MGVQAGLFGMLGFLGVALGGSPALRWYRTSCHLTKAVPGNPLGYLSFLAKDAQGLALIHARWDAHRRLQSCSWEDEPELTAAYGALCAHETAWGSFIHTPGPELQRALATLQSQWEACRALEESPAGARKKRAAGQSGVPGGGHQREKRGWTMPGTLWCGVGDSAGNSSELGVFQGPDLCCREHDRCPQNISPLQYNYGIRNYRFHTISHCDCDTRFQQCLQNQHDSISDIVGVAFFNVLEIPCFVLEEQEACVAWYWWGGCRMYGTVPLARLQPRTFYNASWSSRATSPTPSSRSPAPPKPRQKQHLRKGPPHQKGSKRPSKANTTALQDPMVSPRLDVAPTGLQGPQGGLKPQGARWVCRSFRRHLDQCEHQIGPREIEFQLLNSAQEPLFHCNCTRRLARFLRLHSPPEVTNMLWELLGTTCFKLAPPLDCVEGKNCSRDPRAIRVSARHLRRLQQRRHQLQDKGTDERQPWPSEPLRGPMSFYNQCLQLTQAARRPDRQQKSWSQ
# DDE Tn7 FP inh: inhibitors of Tn7 peptide binding to human fibrin DD(E); P02675; inhibition, % at 8.3 µM; FP displacement of FITC-Tn7 peptide from fibrin DD(E); 0% = median of compound wells per plate; actives 0.13% (n = 370,000);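 active means inhibition above the mean of compounds falling within the control limits plus 3 SD of them, cut at about 14% in these data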;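 further: 0% = plate median of compound wells and 100% = 10 µM Aha-Tn7 peptide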
#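 system = human fibrin DD(E) protein | quantity = DD(E) 2 µM final | medium = Tris/NaCl/CaCl2 buffer, pH 7.8 | also added = labelled Tn7 tracer, 0.1 µM | compound dosing = single point at 8.3 µM | timing = compound with protein 10 min, then 3 h after probe, room temperature | signal = FP measurement | benchmarks = Aha-Tn7 high control | repeats = one replicate per compound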
# * = called active by the depositor; i = inactive; . = no result given.
SMILES,DDE Tn6 FP inh,ASAP1 GAP inh,PLCg1 inh,PLCb3 inh,UHRF1 MBD2 ctr,Rev-erbA mod,proKLK7 act,ARFGAP1 inhibitor,HGIII-sPLA2 inh,DDE Tn7 FP inh
CCCOc1c(OC)cc(Cl)cc1C1NC(=O)NC(C)=C1C(=O)NCc1ccccc1 (configuration not stated),-7,3,0,0,2,-5,0.3,11,6,-1
Cn1cnc([N+](=O)[O-])c1S(=O)(=O)Nc1ccccc1,5,7,-1,1,-2,7,0.2,3,5,1
COc1ccc(C(=O)N(CCCO)C(C)C(=O)NC2CCCCC2)cc1OC (configuration not stated),-2,-3,9,3,9,5,-0.1,3,10,-2
COc1ccc(OC)c(S(=O)(=O)N/N=C\c2ccc3c(c2)OCO3)c1,-2,4,0,-4,-1,-5,0.0,9,-2,-3
CCCCc1nnc(NC(=O)COC)s1,-5,4,-2,-8,1,3,0.3,16,6,-2
Clc1cccc(OCCn2ccnc2)c1,4,-10,-1,-3,-3,1,0.0,-9,-3,8
COc1ccc2[nH]c3c(c2c1)CCN1C(=O)C(CC(=O)NCc2ccco2)C[C@H](C(=O)N2CCOCC2)[C@@]31CCC1CCCC1 (some centres not stated),7,4,3,1,3,-3,-0.1,-1,2,-3
CCN1CCN(C(=S)NCCc2ccccc2)CC1,-2,-5,1,-1,1,-3,0.3,-6,5,-7
O=C(Nc1ccc(C(=O)N2CCCCC2)cc1)c1ccc(Br)cc1,-13,6,-3,-2,0,-1,-0.2,-2,-12,6
O=C(OCC#CCSc1nnc(-c2cccc3ncccc23)o1)c1ccc(F)cc1,-3,.,-5,-6,0,-8,.,.,1,11
CCOC(=O)C1=C(O)CSC1=Nc1ccc(Cl)cc1,-4,-1,-2,-1,0,6,0.0,2,-16,1
CC(C)C(NC(=O)c1ccccc1F)C(=O)NCc1ccc(F)cc1 (configuration not stated),-9,0,-1,-4,-3,4,0.3,11,-5,-4
CCOC(=O)C1=CCC2C(=O)N(C)C(=O)C12 (configuration not stated),-11,10,3,5,0,0,-0.9,-3,-1,-7
Cc1ccc(S(=O)(=O)Nc2ccc(N(C)C)cc2)cc1,-3,-6,1,-1,1,-6,0.7,9,10,-7
O=C(c1cn2ccccc2n1)N1CCc2c([nH]c3ccccc23)C1c1ccccn1 (configuration not stated),4,-4,0,-4,-4,8,-0.6,-11,-15,-3

# Eleven entries out of the list, arranged by SMILES length, smallest number first.
SMILES,DDE Tn6 FP inh,ASAP1 GAP inh,PLCg1 inh,PLCb3 inh,UHRF1 MBD2 ctr,Rev-erbA mod,proKLK7 act,ARFGAP1 inhibitor,HGIII-sPLA2 inh,DDE Tn7 FP inh
Clc1cccc(OCCn2ccnc2)c1,4,-10,-1,-3,-3,1,0.0,-9,-3,8
CCN1CCN(C(=S)NCCc2ccccc2)CC1,-2,-5,1,-1,1,-3,0.3,-6,5,-7
CCOC(=O)C1=C(O)CSC1=Nc1ccc(Cl)cc1,-4,-1,-2,-1,0,6,0.0,2,-16,1
Cc1ccc(S(=O)(=O)Nc2ccc(N(C)C)cc2)cc1,-3,-6,1,-1,1,-6,0.7,9,10,-7
Cn1cnc([N+](=O)[O-])c1S(=O)(=O)Nc1ccccc1,5,7,-1,1,-2,7,0.2,3,5,1
CC(C)C(NC(=O)c1ccccc1F)C(=O)NCc1ccc(F)cc1 (configuration not stated),-9,0,-1,-4,-3,4,0.3,11,-5,-4
COc1ccc(C(=O)N(CCCO)C(C)C(=O)NC2CCCCC2)cc1OC (configuration not stated),-2,-3,9,3,9,5,-0.1,3,10,-2
COc1ccc(OC)c(S(=O)(=O)N/N=C\c2ccc3c(c2)OCO3)c1,-2,4,0,-4,-1,-5,0.0,9,-2,-3
O=C(OCC#CCSc1nnc(-c2cccc3ncccc23)o1)c1ccc(F)cc1,-3,.,-5,-6,0,-8,.,.,1,11
O=C(c1cn2ccccc2n1)N1CCc2c([nH]c3ccccc23)C1c1ccccn1 (configuration not stated),4,-4,0,-4,-4,8,-0.6,-11,-15,-3
COc1ccc2[nH]c3c(c2c1)CCN1C(=O)C(CC(=O)NCc2ccco2)C[C@H](C(=O)N2CCOCC2)[C@@]31CCC1CCCC1 (some centres not stated),7,4,3,1,3,-3,-0.1,-1,2,-3

# (list continues)
SMILES,DDE Tn6 FP inh,ASAP1 GAP inh,PLCg1 inh,PLCb3 inh,UHRF1 MBD2 ctr,Rev-erbA mod,proKLK7 act,ARFGAP1 inhibitor,HGIII-sPLA2 inh,DDE Tn7 FP inh
Cc1ccc(-n2c(SCC(=O)Nc3cccc(S(=O)(=O)NC4=NCCCCC4)c3)nc3ccccc3c2=O)cc1,5,-1,-1,0,-2,80*,-1.6,5,-10,5
CC(C)c1nc2oc3c(NCC4CCCO4)ncnc3c2c2c1COC(C)(C)C2 (configuration not stated),3,6,5,1,3,1,-0.4,11,4,-6
CCS(=O)(=O)N1CCCC(C(=O)NCCc2ccc(C)cc2)C1 (configuration not stated),4,-3,-1,3,-3,7,0.2,-3,1,-2
O=C(Nc1cccc(Cl)c1)c1nc[nH]c1C(=O)NCCN(CCNC(=O)c1[nH]cnc1C(=O)Nc1cccc(Cl)c1)CCNC(=O)c1[nH]cnc1C(=O)Nc1cccc(Cl)c1,6,3,-1,0,-1,0,0.1,13,-1,6
O=S(=O)(c1cccc2nonc12)N1CCN(c2cccc(Cl)c2)CC1,4,-1,3,2,2,1,0.3,8,0,5
O=C(O)c1ccc(OCC(O)Cn2c3ccccc3c3ccccc32)cc1 (configuration not stated),0,-4,2,3,1,-4,-0.7,9,-18,3
Cc1ccccc1C(=O)NNC(=O)c1ccncc1,3,-9,-2,-4,0,4,-0.9,3,-5,2
CCOC(=O)C1CCN(C(=O)CN(c2ccc(Oc3ccccc3)cc2)S(C)(=O)=O)CC1,-3,-12,6,-3,4,2,0.5,7,-16,5
O=C(Nc1ccc(N2CCCC2)cc1)C(c1ccccc1)c1ccccc1,1,7,-5,-6,-2,-3,0.0,6,10,-5
COCC1CCCC1OS(N)(=O)=O (configuration not stated),5,-4,3,2,-6,-1,0.1,-5,-2,-2
COc1ccc(NC(=S)N(CCC(C)C)C2CCN(C(C)C)CC2)cc1Cl,-8,-3,0,-2,1,-2,0.5,-2,9,3
COc1cc(CNCc2ccco2)ccc1OCc1ccccc1,-13,2,2,4,7,1,-0.1,10,8,-1
O=C(C(=O)N1CCN(c2ccccc2)CC1)c1cn(CC(=O)N2CCCCCC2)c2ccccc12,3,8,-3,-11,1,1,0.2,9,-2,-1
Cc1cc(Cl)ccc1NNC(=O)c1snnc1C,-3,7,3,-6,1,4,0.5,-5,1,-6
O=C1CN(C(=O)N[C@@H](Cc2ccccc2)C(=O)N[C@H](C(=O)O)c2ccccc2)c2ccccc2N1,-2,-5,-4,-16,-2,-8,-0.6,1,1,6
COC(=O)c1ccc(NC(=O)CSc2nc3ncccc3[nH]2)cc1,3,-2,-1,-7,0,-3,0.6,-3,-1,6
CS(=O)(=O)N(CC(=O)NCc1ccccn1)Cc1ccc(Cl)cc1,-3,-11,1,1,-1,2,-0.2,0,3,1
Cc1ccc(N(C(=O)CNC(=O)c2ccco2)C(C(=O)NC2CCCC2)c2cccnc2)cc1C (configuration not stated),7,4,0,0,-1,-6,-0.3,2,-4,8
O=C(C1=C[C@@H](c2ccccc2)C[C@@H](OCc2ccc(CO)cc2)O1)N1CCOCC1,0,4,-1,-3,2,6,-0.7,-4,4,1
Cc1cccc(C2CC(c3ccccc3)Nc3ncnn32)c1 (configuration not stated),11,-1,-6,-16,1,-4,-0.6,4,17,9
CC(=O)c1ccc(NS(=O)(=O)c2cc3c(cc2C)N(C(C)=O)CCO3)cc1,2,-6,0,-5,-1,0,-0.1,8,1,-3
COc1ccc(C(=O)NCC(=O)N/N=C/c2ccc(C)o2)cc1OC,8,13,8,-2,-1,0,-0.3,-8,6,4
CN(Cc1ccccc1F)Cc1cc(=O)oc2cc(O)c(Cl)cc12,-4,10,i,i,3,-5,60*,3,-13,1
CN1C(c2ccc(F)cc2)=CS/C1=C(/C#N)c1nnc(N2CCOCC2)n1-c1ccccc1,-5,-3,4,2,-1,0,0.0,0,2,-5
O=C(O)C1C2CCC(C2)C1C(=O)Nc1cccc([N+](=O)[O-])c1 (configuration not stated),-6,6,5,1,-3,-1,-0.3,3,5,1
CSCCC(NC(=O)/C(=C/c1ccco1)NC(=O)c1ccco1)C(=O)O (configuration not stated),1,2,-8,-18,-4,3,1.8,6,-3,-3
O=C(CCN1C(=O)C2C3C=CC(C3)C2C1=O)NC1CCCCC1 (configuration not stated),-4,9,1,-4,-2,0,-0.3,-4,-1,0
O=C(/C(=C/c1ccccc1)c1ccccc1)N1CCCCC1,1,-6,-1,0,-2,2,-0.6,-2,-1,1
CCc1ccc2c(c1)[C@H]1OCC[C@H]1[C@@H](c1cccs1)N2,0,-7,1,4,0,1,-0.2,-2,11,0
COc1cc2cc(NC(C)=O)cc(NCc3ccccc3)c2cc1OC,-1,-6,-55,-65,-1,-1,0.3,17,21*,0
COC(=O)COc1ccc(S(=O)(=O)Nc2ccccc2SC)cc1,0,4,-4,3,-1,-7,0.2,-1,-5,-1
Cc1cnc(-c2nnc(N(C)C(=O)C3CCOC3)s2)cn1 (configuration not stated),-2,-9,-24,-32,0,3,31*,-12,6,3
O=C(NCc1nc(-c2ccc(Cl)cc2)no1)c1ccc2c(c1)OCO2,-10,-2,-4,-14,7,4,0.1,2,4,8
CCn1c(Cc2c(C)[nH]c3ccccc23)nnc1SCC(=O)NCc1ccccc1,-8,2,-8,-7,-1,5,2.0,7,-5,1
CCOC(=O)N1CCN(CC(O)COc2ccc(OC)cc2C(C)(C)C)CC1 (configuration not stated),-6,8,1,2,-1,1,-0.3,-12,-10,4
N#Cc1nc(COc2ccc(Br)cc2)oc1N1CCCCCC1,-1,4,2,-2,0,0,0.1,5,-2,8
Nc1ccn([C@@H]2O[C@H](C(=O)N(CCC3=CCCCC3)CC3CC3)[C@@H](O)[C@H]2O)c(=O)n1,-3,18,1,2,0,9,0.2,8,5,-8

# This is a random part of the collection; any-hit rate near 4.5%.
